Assay outcomes (PubChem)
M5 PAM = positive allosteric modulators of human muscarinic M5 receptor. P08912. CHO-K1 hM5, Fluo-8 calcium, ACh EC20 PAM; 0% = ACh EC20, 100% = ACh EC100. activation, % at 3 µM. actives 0.3% (n = 360,000);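 active = activation above the run cutoff, the mean activation of all test compounds plus 3 SD, cut at about 18% in these data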
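Assay system: CHO-K1 hM5 cells. Also added: acetylcholine at EC20 concentration, added after compound. Dosing: 3 µM, single dose. Times: compound preincubation 140 s before EC20 acetylcholine addition. Signal: Fluo-8 calcium fluorescence. Measure: % activation relative to EC20 and EC100 ACh responses. Repeats: singlicate, one well per test compound.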
CHRM5 agonist = CHRM5 agonism in calcium assay; P08912; CHO-K1 hM5 cells, Fluo-8 calcium fluorescence; 0% DMSO wells, 100% maximal acetylcholine response; activation, % at 3 µM; actives 0.19% (n = 360,000);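 active = activation above the run's mean over test compounds plus 3 SD, cut at about 23% in these data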;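 note: signal is peak over basal fluorescence ratio across the kinetic read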
IDE inh = inhibits human insulin-degrading enzyme in HEK cells. FAbetaB cleavage, fluorescence polarization. P14735. actives 0.41% (n = 320,000). inhibition, % at 5.59 µM;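 active = percent inhibition above the average of all tested compounds plus 3 SD, set per screening campaign, cut at about 16% in these data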;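 note: IDE supplied by intact live HEK cells; FP after avidin binding of uncleaved biotin substrate so inhibition keeps polarization high; 0% = DMSO wells and 100% = 60 µM reference IDE inhibitor Ii1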
Target sequence (P14735 whole entry, looked up): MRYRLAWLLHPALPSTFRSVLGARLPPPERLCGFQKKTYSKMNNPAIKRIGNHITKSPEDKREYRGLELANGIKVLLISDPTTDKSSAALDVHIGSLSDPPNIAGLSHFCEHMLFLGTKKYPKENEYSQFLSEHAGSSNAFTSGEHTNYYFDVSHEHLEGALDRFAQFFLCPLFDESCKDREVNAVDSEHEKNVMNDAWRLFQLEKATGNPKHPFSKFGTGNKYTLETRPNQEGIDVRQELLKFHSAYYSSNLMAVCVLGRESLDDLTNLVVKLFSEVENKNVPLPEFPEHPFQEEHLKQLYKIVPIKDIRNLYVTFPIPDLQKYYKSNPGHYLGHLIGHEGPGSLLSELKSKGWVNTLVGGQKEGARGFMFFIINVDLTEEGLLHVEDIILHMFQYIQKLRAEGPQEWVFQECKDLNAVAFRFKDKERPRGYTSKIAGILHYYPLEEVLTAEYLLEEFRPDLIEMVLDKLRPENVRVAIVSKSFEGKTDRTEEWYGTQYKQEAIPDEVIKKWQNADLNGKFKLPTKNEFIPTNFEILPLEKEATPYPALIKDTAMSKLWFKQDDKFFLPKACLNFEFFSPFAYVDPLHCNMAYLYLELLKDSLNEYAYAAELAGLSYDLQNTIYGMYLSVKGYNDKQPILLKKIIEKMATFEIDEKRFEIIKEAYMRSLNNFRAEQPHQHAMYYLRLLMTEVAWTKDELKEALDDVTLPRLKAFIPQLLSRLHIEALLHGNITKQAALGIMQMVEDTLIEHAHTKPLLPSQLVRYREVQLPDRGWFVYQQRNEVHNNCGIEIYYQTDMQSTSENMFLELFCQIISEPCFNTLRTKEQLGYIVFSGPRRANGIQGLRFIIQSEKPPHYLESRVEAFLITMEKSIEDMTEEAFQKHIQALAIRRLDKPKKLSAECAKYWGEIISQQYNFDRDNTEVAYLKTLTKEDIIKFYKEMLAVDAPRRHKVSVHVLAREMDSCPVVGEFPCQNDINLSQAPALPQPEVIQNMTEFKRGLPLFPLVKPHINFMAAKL
CRFBP-R2 block = blocks CRF-induced signaling of the CRF-BP/CRF-R2 complex; AID 588475; actives 0.59% (n = 350,000); inhibition, % at 11.8 µM; HEK293 CRF-R2/CRF-BP, CRF-induced calcium fluorescence;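 active = inhibition of the ligand-induced calcium signal above about 50% at the single tested concentration, limit read from the data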
CRFBP-R2 agonist = agonists of human CRF-binding protein/CRF-R2 receptor complex | HEK293 CRF-R2/CRF-BP, calcium dye fluorescence (FLIPR); percent of saturating CRF peptide response | activation, % at 13.2 µM | actives 0.46% (n = 350,000);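 active = activation of at least 50%, plus an integration ratio under a set limit after plate pattern correction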;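 note: plate controls were neutral control wells without compound for no effect and CRF at EC100 for full effect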
M4 PAM = CHRM4 positive allosteric modulation; P08173; CHO-K1 hM4/Gqi5, Fluo-8 calcium fluorescence, ACh EC20; 0% = ACh EC20, 100% = maximal ACh; activation, % at 3 µM; actives 0.4% (n = 360,000);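 active = activation above its plate's cutoff, the mean activation of sample wells plus 3 SD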; note: some results filed as inactive read as strong as hits
M4 antag = blocks acetylcholine activation of human M4 receptor; AID 624125; inhibition, % at 3 µM; P08173; actives 0.73% (n = 360,000); CHO-hM4 cells, ACh EC80, Fluo-8 calcium fluorescence;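 active = inhibition above its plate's cutoff, the mean inhibition of sample wells plus 3 SD, cut at about 27% in these data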;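 note: 0% = acetylcholine EC80 with DMSO and 100% = DMSO without agonist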
CHRM4 agonist = CHRM4 agonism in calcium assay; actives 0.14% (n = 360,000); P08173; CHO-K1 hM4/Gqi5, Fluo-8 calcium fluorescence; vehicle 0%, full acetylcholine response 100%; AID 624127; activation, % at 3 µM;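 active = activation above the run mean over all test wells plus 3 SD, cut at about 32% in these data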;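 note: peak over basal fluorescence ratio per well then scaled between controls; 0% = DMSO wells and 100% = acetylcholine at EC100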
CHRM5 antagonist = blocks acetylcholine activation of human M5 receptor. P08912. CHO-hM5 cells, Fluo-8 calcium fluorescence, ACh EC80. inhibition, % at 3 µM. actives 0.59% (n = 360,000). AID 624040;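 active = inhibition above a per-plate cutoff, the mean of that plate's test compounds plus 3 SD, cut at about 27% in these data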;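 note: 0% = acetylcholine EC80 with DMSO and 100% = DMSO without agonist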
The depositor's hits bear a star; . = not tested or not shown.

The opening 2 entries (preview)
SMILES	M5 PAM	CHRM5 agonist	IDE inh	CRFBP-R2 block	CRFBP-R2 agonist	M4 PAM	M4 antag	CHRM4 agonist	CHRM5 antagonist
Cn1c(=O)c2cc(S(=O)(=O)NCCC(=O)NC3CCCCCCC3)ccc2n(C)c1=O	-6	-2	-5	-7	-2.0	3	8	0	14
CC(=O)Nc1nnc(SCc2cc(=O)c(OC(=O)c3ccccc3)co2)s1	3	-1	0	-1	0.5	3	-7	0	3

The list itself, from the first entry:
SMILES	M5 PAM	CHRM5 agonist	IDE inh	CRFBP-R2 block	CRFBP-R2 agonist	M4 PAM	M4 antag	CHRM4 agonist	CHRM5 antagonist
Cn1c(=O)c2cc(S(=O)(=O)NCCC(=O)NC3CCCCCCC3)ccc2n(C)c1=O	-6	-2	-5	-7	-2.0	3	8	0	14
CC(=O)Nc1nnc(SCc2cc(=O)c(OC(=O)c3ccccc3)co2)s1	3	-1	0	-1	0.5	3	-7	0	3
COc1cccc(C(O)c2nc(/C=C/c3ccc(C(F)(F)F)cc3)cs2)c1 (configuration not stated)	-1	-1	.	.	.	9	-16	1	-3
COc1cccc(CNC(=O)CCC2CCCN(Cc3cc(Cl)ccc3O)C2)c1 (configuration not stated)	-2	-6	-3	0	-0.3	-5	7	0	4
NS(=O)(=O)c1ccc(CCNC(=O)C2CCC(Cn3c(=S)[nH]c4ccccc4c3=O)CC2)cc1 (configuration not stated)	0	-4	0	6	-1.3	13	1	3	4
O=C(O)c1ccc(NC(=O)c2cccc(N3C(=O)C4C5CCC(C5)C4C3=O)c2)cc1 (configuration not stated)	-2	2	2	6	1.7	0	4	0	0
COc1ccc(C)cc1N(C(=O)Cn1nnc(-c2ccc(C)o2)n1)C(C(=O)NC1CCCC1)c1ccncc1 (configuration not stated)	1	-3	-3	-7	-2.6	2	7	0	11
CN(C)C(=O)C1C2NC(=S)N(c3ccc(Cl)cc3)C1(C)Oc1ccc(Cl)cc12 (configuration not stated)	12	11	-3	-23	-2.1	10	-12	2	-8
Cc1ccc(CNC(=O)N2CCN(S(=O)(=O)c3ccccc3)CC2)cc1	3	-5	0	-14	0.0	4	-8	2	-4
CC(CCc1ccccc1)NC(=O)C1CCCN(C(=O)c2cc3sccc3n2C)C1 (configuration not stated)	-14	-1	3	29	-2.6	0	-23	12	1
CS(=O)(=O)c1ccc(C(=O)N2CCN(C(=O)c3ccco3)CC2)cc1	1	1	.	20	1.3	3	-2	0	2
Cc1ccc(-c2cnc3c(c2)C(=O)N([C@H](C)CO)C[C@H](C)[C@@H](CN(C)Cc2ccccc2F)O3)cc1	1	-3	.	-1	0.4	-1	-3	2	1
O=C(CCc1ccccc1)Nc1cc(C(=O)O)cc(C(=O)O)c1	8	1	-1	5	0.4	-1	-3	0	-16
COc1ccc(Cn2c(=N)c(C(=O)NCC3CCCO3)cc3c(=O)n4ccccc4nc32)cc1 (configuration not stated)	1	-2	5	4	1.9	9	-15	1	8
O=C(O)c1ccc(S(=O)(=O)c2ccc3c(c2)C(=O)N(c2ccccc2[N+](=O)[O-])C3=O)cc1	-3	-2	-1	3	-0.7	0	6	1	7
Cc1ccc([N+](=O)[O-])c(OCCCN2CCCCCC2)c1	15	-10	2	-15	3.1	6	-13	2	-11
COc1ccc(Cn2nc(-c3ccccc3)c(N3CCCCC3)cc2=O)cc1	-1	-1	-4	22	0.5	-4	-5	-1	2
N#C/C(=C\c1ccc(OCC(N)=O)cc1)C(=O)NC1CC1	-2	-2	1	10	0.1	-1	12	0	8
Cc1[nH]c2ccccc2c1/C=N/Nc1nncn1N	8	6	3	6	1.9	1	-11	2	-3
Cn1nnnc1Sc1ncnc2scc(-c3cccc(S(C)(=O)=O)c3)c12	-1	0	1	-5	2.2	-8	12	3	18
COc1ccc(NC(=O)COC(=O)c2ccc(N3CCCC3=O)cc2)cc1OC	-5	-5	-4	-17	-1.2	-1	7	1	6
COC(=O)c1ccc2c(=O)n(CCCCCC(=O)O)c(=O)[nH]c2c1	-4	2	7	5	5.0	-8	10	1	7
Cc1c(Cl)cccc1NC(=O)c1cccc(NC(=O)CCC(=O)O)c1	-4	-2	-5	-8	0.0	2	-6	1	4
CC1CN(C(=O)c2ccc(S(=O)(=O)Nc3ccccc3F)cc2)CC(C)O1 (configuration not stated)	-4	1	6	6	4.0	0	-6	6	8
CCOc1ccc(N2C(=O)CC(N3CCOCC3)C2=O)cc1 (configuration not stated)	-1	3	1	-13	0.3	8	-4	-1	-5

Single records, as listed above. Order of screens: M5 PAM, CHRM5 agonist, IDE inh, CRFBP-R2 block, CRFBP-R2 agonist, M4 PAM, M4 antag, CHRM4 agonist, CHRM5 antagonist
COc1ccc(C)cc1N(C(=O)Cn1nnc(-c2ccc(C)o2)n1)C(C(=O)NC1CCCC1)c1ccncc1 (configuration not stated) reads 1, -3, -3, -7, -2.6, 2, 7, 0, 11
Cc1c(Cl)cccc1NC(=O)c1cccc(NC(=O)CCC(=O)O)c1 reads -4, -2, -5, -8, 0.0, 2, -6, 1, 4
CC1CN(C(=O)c2ccc(S(=O)(=O)Nc3ccccc3F)cc2)CC(C)O1 (configuration not stated) reads -4, 1, 6, 6, 4.0, 0, -6, 6, 8
CC(CCc1ccccc1)NC(=O)C1CCCN(C(=O)c2cc3sccc3n2C)C1 (configuration not stated) reads -14, -1, 3, 29, -2.6, 0, -23, 12, 1

(list continues)
SMILES	M5 PAM	CHRM5 agonist	IDE inh	CRFBP-R2 block	CRFBP-R2 agonist	M4 PAM	M4 antag	CHRM4 agonist	CHRM5 antagonist
CC1(C)Cc2nc3sc4c(=O)n(CC(N)=O)cnc4c3cc2CO1	-5	1	2	-1	-1.4	-4	9	0	3
COC(=O)c1sc(NC(=O)C2c3ccccc3Oc3ccccc32)c(C(=O)OC)c1C	-1	-1	-3	32	15	-4	-2	0	2
Cc1cc(Cl)ccc1C(O)c1ncc(-c2ccc(F)cc2)[nH]1 (configuration not stated)	-7	2	.	.	.	1	-10	6	5
O=S(=O)(c1ccc(Cl)cc1)n1cccn1	-1	2	2	7	0.8	-7	1	1	6
Cc1ccc(NC(=O)c2c(-c3c(F)cccc3Cl)noc2C)cc1F	-17	-13	1	13	-1.7	3	-6	1	7
COc1cc(C(=O)Nc2ccccc2C(=O)NCc2cccnc2)cc(OC)c1OC	-8	0	-1	-4	-2.0	-4	-15	22	3
CCN(CC)S(=O)(=O)c1cc(NC(=O)c2ccccc2OCc2c(C)noc2C)ccc1C	8	0	.	-2	3.1	0	2	1	-2
CCC(C)(C)NC(=O)CN(C(=O)C(=O)Nc1ccc2c(c1)OCCO2)N1CCOCC1	0	-1	7	-8	1.6	15	-18	3	7
O=C(COC(=O)C1CCN(c2ccc(C(F)(F)F)cn2)CC1)c1cccc(Br)c1	1	0	11	-3	4.3	7	-5	2	5
Cc1nc(SCC(=O)c2c(N)n(C3CC3)c(=O)[nH]c2=O)[nH]c(=O)c1CCO	2	2	5	-8	0.1	4	3	0	-7
CS(=O)(=O)Nc1cccc(-c2cc(NC=O)c3ncc(-c4ccc(F)cc4)n3c2)c1	-2	0	.	.	.	-6	0	7	4
CCOC(=O)CN(C(=O)CSc1nnc2c(n1)[nH]c1ccc(F)cc12)c1ccccc1	-1	-10	2	6	0.7	-1	-11	8	14
CCCCNC(=O)CN(c1cccc(Br)c1)S(C)(=O)=O	-4	-1	7	26	-1.5	8	-1	0	13
Cc1cc(C)c2ccc(=O)n(CC(=O)N/N=C/c3ccccc3Cl)c2n1	0	-3	0	-2	-1.3	-10	4	1	3
Cc1ccc(NC(=O)CCN2CCN(C/C=C/c3ccccc3)CC2)cc1	-5	-5	4	-4	0.3	-1	-4	2	1
COc1ccc(NC(=O)c2ccc3[nH]c(=O)c(=O)[nH]c3c2)c(OC)c1	5	-3	9	1	-0.2	-1	1	0	-4
O=C(CCCn1c(=S)[nH]c2cc3c(cc2c1=O)OCO3)N1CCN(c2ccccn2)CC1	1	2	.	13	-2.5	1	2	-2	-5
Cc1ccc(S(=O)(=O)N2CCCCC2CCNC(=O)C(=O)Nc2ccccc2F)cc1 (configuration not stated)	0	0	-2	1	-0.2	0	0	-1	2
COc1ccc(OCC(=O)N2CCN(C(=O)c3cccc(F)c3)CC2)cc1	7	1	-5	8	-0.4	12	-6	1	-8
O=C(CSc1ncnc2scc(-c3ccccc3)c12)N1CCN(c2ccccc2F)CC1	-13	-4	15	15	5.5	-2	-5	0	8
CCC1CCCCN1Cc1c(O)ccc2c(=O)c(-c3ccccc3OC)coc12 (configuration not stated)	-2	-3	-7	2	-1.4	-5	-2	10	15
CCCC[C@@H]1C=C(C(=O)O)[C@H](c2ccc(Br)cc2)N1S(=O)(=O)c1ccc(C)cc1	1	0	-6	2	-3.9	6	-9	0	-4
CN(CC(=O)NCCN1CCOCC1)S(=O)(=O)c1ccc(Cl)cc1	-4	3	4	-9	0.2	7	8	1	8
COc1ccc(-n2nc(C(=O)NCC(=O)NCc3ccc(F)cc3)c3ccccc3c2=O)cc1OC	-2	1	3	18	-1.8	-9	12	4	13
O=C(Nc1ccc(F)c(Cl)c1)C1Cc2c(-c3ccc(Cl)cc3)ccnc2O1 (configuration not stated)	-1	0	.	.	.	-2	-16	6	-8
The list goes on.
SMILES	M5 PAM	CHRM5 agonist	IDE inh	CRFBP-R2 block	CRFBP-R2 agonist	M4 PAM	M4 antag	CHRM4 agonist	CHRM5 antagonist
CC(C)c1nn2c(=O)cc(COc3cccc(NC(=O)c4ccco4)c3)nc2s1	-5	-2	4	-20	2.1	-4	0	2	14
O=C(Nc1cccc(F)c1)c1ccc(S(=O)(=O)N2CCCC2)cc1	-4	-1	4	-21	2.8	0	-13	6	5
CCN(CC)C(=O)c1cccc(-c2ccc(OC)cc2)c1	-4	-4	1	1	0.1	3	-8	0	-1
CCC(C)Sc1ccc([C@H]2N[C@@](Cc3ccccc3)(C(=O)OC)[C@H]3C(=O)N(CC)C(=O)[C@@H]23)cc1OC (some centres not stated)	9	2	0	-5	-0.3	20	-9	1	-7
Cc1cc(O)c(NC(=O)c2ccc(C)c([N+](=O)[O-])c2)cc1C	-2	-2	-1	21	3.1	6	-5	1	15
CCOC(=O)CCc1c(C)nc2c(c(C)nn2-c2ccccc2)c1C	9	0	-1	-8	-1.2	2	-2	1	-9
CCN(C(=O)CN1CCCCC1)c1c(N)n(Cc2ccccc2)c(=O)[nH]c1=O	0	2	5	5	-0.1	2	2	1	10
O=C1N[C@@H](Cc2c[nH]c3ccccc23)C(=O)N[C@H]1Cc1ccccc1	6	1	.	-9	1.8	5	-4	1	-12
O=C(Nc1ccc(Cl)cc1)Nc1ccccc1Sc1ncc([N+](=O)[O-])s1	5	6	11	-10	0.4	-18	14	2	-3
